Screening data deposited in PubChem BioAssay by several laboratories.
Furin inhibitor = blocks human furin protease activity; P09958; purified furin, fluorogenic substrate cleavage; inhibition, % at 30 µM; 220,000 tested, 0.061% active; in the data active = inhibition above about 25%; note: inactives centre near -15
PGE2 EP2 inh = inhibitors of human EP2 prostaglandin E2 receptor; P43116; C6 glioma cells expressing human EP2, cAMP TR-FRET; cells stimulated with saturating PGE2; inhibition, % at 25 µM; 260,000 tested, 0.52% active;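 active = percent inhibition above 40 after rounding to a whole number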;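 note: rat C6 glioma host cells with rolipram phosphodiesterase inhibitor present; the protocol text gives 20 µM as final concentration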
Target sequence (P43116 whole entry, looked up): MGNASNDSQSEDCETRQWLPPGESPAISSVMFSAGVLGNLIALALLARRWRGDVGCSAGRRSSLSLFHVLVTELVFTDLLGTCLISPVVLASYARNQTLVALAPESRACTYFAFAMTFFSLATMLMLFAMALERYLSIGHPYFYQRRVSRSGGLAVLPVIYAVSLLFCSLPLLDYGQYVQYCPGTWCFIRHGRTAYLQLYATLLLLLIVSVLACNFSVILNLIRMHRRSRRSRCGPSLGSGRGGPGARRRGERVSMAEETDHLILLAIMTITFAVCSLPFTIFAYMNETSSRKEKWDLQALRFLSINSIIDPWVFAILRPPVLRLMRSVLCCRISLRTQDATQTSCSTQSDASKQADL
PPC-1+TRAIL kill = compounds killing PPC-1 cancer cells with TRAIL present (potentiator screen, no TRAIL-free arm); PPC-1 cells + TRAIL, ATPLite viability luminescence; cell killing (% activity), % at 4 µM; 220,000 tested, 0.41% active;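 active = cell killing above 50% in the first pass at 4 µM, then a duplicate retest at 5 µM averaging 50% or more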;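 note: plate controls were cells with TRAIL plus DMSO for no effect and medium-only wells lacking cells for full effect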
BaF3 parental = reduces parental Ba/F3 cell viability, JAK2V617F counter-screen; inhibition, % at 5.6 µM; CellTiter-Glo ATP luminescence; 220,000 tested, 1.1% active;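 active = inhibition above a per-campaign cutoff, the mean inhibition of all tested compounds plus 3 SD, cut at about 27% in these data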;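 note: 0% = DMSO wells and 100% = JAK Inhibitor I control wells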
Tb hexokinase = T. brucei hexokinase 1 inhibition; recombinant TbHK1, G6PDH-coupled NADH A340; inhibition, % at 10 µM; 220,000 tested, 0.11% active; AID 1430;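 active = inhibition of 50% or more in the single-dose primary screen; inactive = inhibition below 50%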
p97 ATPase inh = human p97 ATPase inhibition; recombinant p97 ATPase, Kinase-Glo ATP luminescence, 3 h; inhibition, % at 8 µM; 220,000 tested, 0.42% active; P55072; AID 1481; in the data active = inhibition above about 15%;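 note: 0% = DMSO vehicle and 100% = wells lacking enzyme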
NCF1 inh = p47phox (human) inhibition; P14598; AID 1274; 220,000 tested, 0.53% active; inhibition, % at 24.7 µM; p47phox/p22phox peptide binding, fluorescence polarization, 2 h;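 active = inhibition above about 30%, limit read from the data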;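 note: 0% = p47phox with labelled peptide and 100% = labelled peptide alone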
Target sequence (P14598 whole entry, looked up): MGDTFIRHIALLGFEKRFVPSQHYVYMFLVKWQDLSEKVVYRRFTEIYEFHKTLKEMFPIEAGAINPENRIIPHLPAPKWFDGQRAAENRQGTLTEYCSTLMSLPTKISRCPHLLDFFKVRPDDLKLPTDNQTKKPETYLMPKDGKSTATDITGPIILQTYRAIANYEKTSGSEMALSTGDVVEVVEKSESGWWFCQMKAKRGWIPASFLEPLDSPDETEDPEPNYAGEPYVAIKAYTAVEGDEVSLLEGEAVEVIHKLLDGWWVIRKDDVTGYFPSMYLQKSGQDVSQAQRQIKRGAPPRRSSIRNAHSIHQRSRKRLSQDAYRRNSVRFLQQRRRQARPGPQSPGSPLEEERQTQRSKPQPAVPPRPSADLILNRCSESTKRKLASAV
Ba/F3 V617F tox = reduce viability of Ba/F3 cells dependent on JAK2V617F; Ba/F3 EpoR-JAK2V617F viability, ATP luminescence; 220,000 tested, 1.1% active; inhibition, % at 5.6 µM;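 active = inhibition above the campaign mean plus 3 SD over all tested compounds, cut at about 24% in these data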;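 note: cytokine-independent growth of Ba/F3 cells driven by EpoR plus mutant JAK2; 0% = DMSO-treated cells and 100% = JAK inhibitor I control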
RBBP9 inhibitor = blocks human serine hydrolase RBBP9; O75884; recombinant RBBP9, FP-Rh probe fluorescence polarization; inhibition, % at 7.94 µM; 220,000 tested, 0.2% active; AID 1515;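 active = inhibition above the campaign mean of all tested compounds plus 3 SD, cut at about 14% in these data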;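 note: plate controls were DMSO wells with RBBP9 for no effect and wells lacking RBBP9 protein for full effect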
Target sequence (O75884 whole entry, looked up): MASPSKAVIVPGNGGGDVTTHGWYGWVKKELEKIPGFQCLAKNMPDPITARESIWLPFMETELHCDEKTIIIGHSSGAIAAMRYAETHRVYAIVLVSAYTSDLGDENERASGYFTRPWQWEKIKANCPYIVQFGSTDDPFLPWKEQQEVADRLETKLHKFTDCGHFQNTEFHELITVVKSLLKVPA
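System: RBBP9 protein | Quantity: 2.5 µM RBBP9 dispensing solution, before mixing | Reagent: FP-Rh probe, 375 nM dispensing solution | Timing: Enzyme-compound preincubation 30 min, then probe labeling 45 min, 25 °C | Measured by: Fluorescence polarization | Read-out: % inhibition | Replication: One well per compound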
Starred values were filed as active, the others as inactive; nt = no result given; & = joins results of further samples; [ ] = remark or other dose. An excerpt (hit frequency here may not be typical).

Sequence of screens – Furin inhibitor	PGE2 EP2 inh	PPC-1+TRAIL kill	BaF3 parental	Tb hexokinase	p97 ATPase inh	NCF1 inh	Ba/F3 V617F tox	RBBP9 inhibitor
(1) O=C(C1COc2ccccc2O1)N1CCOCC1 (stereo not given)
  -10	5	8	0	-5	2	-6	2	-1
(2) CC(C)OCCCNC(=O)c1ccc2c(=O)n(Cc3ccc4c(c3)OCO4)c(=S)[nH]c2c1
  -25	8	23	10	8	2	2	4	-4
(3) COc1cc(SC)ccc1C(=O)Nc1ncc(C)s1
  -15	12	73*[5 µM]	-1	-28	-4	-11	1	-13
(4) O=P(O)(O)c1ccccc1OCCCCCOc1ccccc1P(=O)(O)O
  0	21	-31	5	29	6	-2	-4	0
(5) CC(C)CC(C(=O)NC1CCCCC1)N(Cc1cccs1)C(=O)c1snc(C(N)=O)c1N (stereo not given)
  -14	7	11	7	-3	6	0	-2	-2
(6) Cc1ccc(C(=O)NCCNS(C)(=O)=O)cc1
  -12	7	17	0	-1	1	-13	-2	-3
(7) Cc1ccc([C@H]2C(C#N)=C(N)Oc3cc(C)oc(=O)c32)o1
  -29	5	21	-4	-7	6	-1	-3	4
(8) N#Cc1cccc(NC(=O)CSc2ccc3c4c(cccc24)C(=O)c2ccccc2-3)c1
  -9[20 µM]	16	-14	6	36	5	40*	-2	4
(9) CCCCCN1C=CC=C/C1=C\C=C(C#N)C#N
  -13	1	13	-2	-3	-8	-7	6	1
(10) Cc1ccc(C)c(NC(=S)N(Cc2ccc(Cl)cc2)Cc2ccc(C(=O)O)cc2)c1
  -19	2	28	6	-16	1	-4	-1	0

(continued)
Sequence of screens – Furin inhibitor	PGE2 EP2 inh	PPC-1+TRAIL kill	BaF3 parental	Tb hexokinase	p97 ATPase inh	NCF1 inh	Ba/F3 V617F tox	RBBP9 inhibitor
(11) S=C(NC1CCCCC1)c1ccc2c(c1)OCO2
  -9[20 µM]	5	27	6	2	3	-8	-1	1
(12) CC(=O)Nc1ccc(S(=O)(=O)n2nc(C)cc2C)cc1
  -23[20 µM]	8	7	3	-1	-2	-1	1	-3
(13) C=CCN=C(NC#N)SCC(=O)NC(C)(C)C
  -17	17	-6	1	-2	2	-6	-3	1
(14) CCc1nnc(NC(=O)c2ccc(NC(=O)C(C)C)cc2)s1
  -10	6&5	-10	1	-13	3	2	-1	-1
(15) Cc1[nH]n(-c2ccccc2)c(=O)c1C=Nc1ccc(S(=O)(=O)Nc2nccs2)cc1
  2	9	nt	7	-7	-5	-3	3	-14
(16) Cc1ccc(/C=C(\NC(=O)c2ccc(C)cc2)c2nc(=S)[nH][nH]2)cc1
  -23[20 µM]	7	22	2	-12	6	-16	1	-4
(17) O=C(CN1C(=O)CCC1=O)NCC12CC3CC(CC(C3)C1)C2
  -10[20 µM]	9	42	1	0	-2	-11	-4	3
(18) O=C(/C=C/c1ccccc1)NCC(=O)N/N=C/c1ccccc1[N+](=O)[O-]
  -13	14	4	3	1	-3	9	5	-6
(19) CCOC(=O)C1CCCCN1Cc1ccc(F)cc1 (stereo not given)
  -18[20 µM]	5	15	0	-2	-1	-9	-4	1
(20) CC(C)OC(=O)CCC/C=C\C[C@@H]1[C@@H](CC[C@@H](O)CCc2ccccc2)[C@H](O)C[C@@H]1O
  nt	24	11	-6	nt	-12	17	-1	-13

Later entries
Sequence of screens – Furin inhibitor	PGE2 EP2 inh	PPC-1+TRAIL kill	BaF3 parental	Tb hexokinase	p97 ATPase inh	NCF1 inh	Ba/F3 V617F tox	RBBP9 inhibitor
(21) O=C(NCc1ccco1)C1CCCN(S(=O)(=O)c2cnc[nH]2)C1 (stereo not given)
  -29	13	8	7	-1	5	-6	-2	3
(22) COc1ccccc1N(CC(=O)NCCSc1ccc(Cl)cc1)S(C)(=O)=O
  -13	3	-1	0	1	-1	-1	-1	-6
(23) CN(C)CCN1C(=O)c2oc3ccc(F)cc3c(=O)c2C1c1ccncc1 (stereo not given)
  -26	11	-12	1	-13	-2	-11	-3	-10
(24) CC1=CC2=NC(=O)CC(C)(C(=O)N(CC(=O)NC3CCCC3)c3cc(C)cc(C)c3)N2C=C1 (stereo not given)
  -17	7	21	0	-7	-4	-1	2	-6
(25) CCCCCc1c2c(cc(O)c1C(=O)O)OC(=O)c1c(cc(OC)cc1C(=O)CCCC)O2
  -23	7&12	8	-2	-11	3	-22	-5	-8
(26) Cc1cc(NC(=O)Cn2ccsc2=N)c([N+](=O)[O-])cc1C
  -25	4	-17	4	-5	2	-10	-3	0
(27) CCN(C(=O)CSc1nncn1-c1ccccc1)c1c(N)n(Cc2ccccc2)c(=O)[nH]c1=O
  -34	6	4	5	-2	10	-5	-1	-2
(28) Cc1ccc(C(=O)CC2(O)C(=O)N(C)c3ccccc32)o1 (stereo not given)
  -19	15	3	1	-2	-3	-10	-3	-2
(29) COc1cccc(OC)c1NC(=O)C1CCCN1C(=O)NCc1ccccc1 (stereo not given)
  -26	7&3	9	-1	-8	0	0	-2	-6
(30) Cc1cc(N2CCOCC2)nc2ccc(NC(=S)N3CCN(Cc4ccccc4)CC3)cc12
  -25	7	7	5	-12	4	-13	-1	-3

Other entries follow:
Sequence of screens – Furin inhibitor	PGE2 EP2 inh	PPC-1+TRAIL kill	BaF3 parental	Tb hexokinase	p97 ATPase inh	NCF1 inh	Ba/F3 V617F tox	RBBP9 inhibitor
(31) N#Cc1ccc(OCC(=O)NCC2(N3CCCCC3)CCCCC2)cc1
  -31	0	4	2	1	6	-13	-4	-6
(32) [O-][n+]1onc2c1CCc1nnc(-c3ccccc3)cc1-2
  -14[20 µM]	7	4	-2	-5	3	2	-3	-3
(33) O=C(CSc1ncn[nH]1)Nc1nnc(-c2ccccc2)s1
  -31	11	27	6	-12	2	-5	-2	-1
(34) O=C(N/N=C/c1ccc(Cl)cc1)c1sccc1OCc1ccc(F)cc1
  -16[20 µM]	11	22	47*	-3	5	12	72*	-10
(35) COc1ccc(C(=O)CSc2nnc(-c3cnccn3)n2Cc2ccco2)cc1
  -13	3	7	4	-1	-5	-14	2	-2
(36) CCCOC(=O)c1sc2nc3c(cc2c1N)C(=O)CCC3
  -24	11	4	1	-5	9	-27	-4	2
(37) Cc1ccc(C(=O)CCC(=O)O)cc1
  -12[20 µM]	8	20	4	1	5	1	-2	-6
(38) O=C(CSc1ccc2nnc(-c3cccnc3)n2n1)NCc1ccco1
  -20	12	-11	7	-4	-1	17	0	-10
(39) Cc1ccc2sc(N(CCCN(C)C)C(=O)c3ccc(Br)s3)nc2c1C
  -4	8	2	1	-5	-1	-4	-5	2
(40) CCCC(c1nnnn1C(C)(C)C)N1CCN(Cc2ccccc2OC)CC1 (stereo not given)
  -16	5&3	20	0	-2	-5	1	-1	-9

The listing continues.
Sequence of screens – Furin inhibitor	PGE2 EP2 inh	PPC-1+TRAIL kill	BaF3 parental	Tb hexokinase	p97 ATPase inh	NCF1 inh	Ba/F3 V617F tox	RBBP9 inhibitor
(41) Cc1ccc(NC(=O)CCc2nc3ccccc3[nH]2)cc1C
  -28	4	-1	-6	-6	6	-3	1	-6
(42) CCn1c(C)cc(/C=C2/SC(=S)N(CC(=O)O)C2=O)c1C
  -27	16	23	5	-15	-4	-8	4	-9
(43) O=S(=O)(/N=C(/Nc1ccccc1F)c1ccccc1)c1ccccc1
  5[20 µM]	21	-21	8	-5	-7	-8	-1	-8
(44) S=C(NCCc1ccccn1)NC1CC2CCC1C2 (stereo not given)
  -17	6	-1	-1	-8	5	-2	-1	-2
(45) CC1CCCN(c2nc(-c3cccnc3)nc3scc(-c4ccccc4)c23)C1 (stereo not given)
  -8	10	15	3	-4	5	-77	-4	-8
(46) CCOC(=O)c1c(-c2ccc(OC)cc2)csc1NC(=O)CCN1C(=O)c2ccccc2C1=O
  2[20 µM]	8	19	5	10	-12	-66	5	-16
(47) CN(CC(=O)Nc1ccc(S(=O)(=O)N2CCCC2)cc1)Cc1c(F)cccc1Cl
  -27	2	2	6	-6	-2	-17	2	1
(48) O=C1C(Cl)=C(N2CCOCC2)C(=O)N1c1cccc(Cl)c1
  -20	6	19	7	-23	5	6	-5	-4
(49) O=C(Nc1ccccc1F)c1ccccc1-c1ccccc1
  -12	7	2	0	-3	3	-2	-4	-10
(50) CCCn1nnnc1NC(=O)COc1ccc(Cl)cc1C
  -17	nt	8	4	-4	-4	-1	1	-1

New compounds follow:
Sequence of screens – Furin inhibitor	PGE2 EP2 inh	PPC-1+TRAIL kill	BaF3 parental	Tb hexokinase	p97 ATPase inh	NCF1 inh	Ba/F3 V617F tox	RBBP9 inhibitor
(51) Cc1ccc(S(=O)(=O)N2CCCCC2)cc1NC(=O)CSc1ccc2c(c1)OCCO2
  -12	6	25	1	8	1	-25	0	-6
(52) Cc1cc2cc(CNC(=O)c3ccc(S(=O)(=O)N4CCCCC4)cc3)ccc2n1C
  -28	10	31	4	-18	12	13	-3	-4
(53) CN(c1ccc(C(=O)N2CCOCC2)cc1[N+](=O)[O-])C1CCCCC1
  -14[20 µM]	3	-2	-1	-3	1	1	-1	-1
(54) Cc1c(C(=O)NCC2COc3ccccc3O2)oc2ccc(S(=O)(=O)N3CC(C)CC(C)C3)cc12 (stereo not given)
  -22[20 µM]	11	34	2	-21	0	-14	-3	-7
(55) NNC(=O)CSc1nc(-c2ccccc2)cn1-c1ccccc1
  -20	5	-20	0	-4	-1	-3	3	-15
(56) O=C(CN1CCN(c2ccccc2O)CC1)NC(=O)NCc1ccco1
  -18	16	6	4	-2	2	-6	-1	5
(57) O=C(CSCc1ccccc1)N=Nc1c(O)[nH]c2ccccc12
  -6	2	1	6	-11	5	-13	-1	-4
(58) N#Cc1ccccc1NC(=O)CC1c2ccccc2Oc2ccccc21
  -12	2	10	3	-3	-1	-9	-1	-8
(59) CN(C)C(=O)COc1ccc2ccc(=O)oc2c1
  -5	10	8	1	-15	3	2	-2	-7
(60) CCOC(=O)Cn1c(=NC(=O)CSC(C)=O)sc2ccccc21
  -27	11	11	3	-2	2	-1	-1	-3

With a hit mark in NCF1 inh, among the entries above:
item	mol	Furin inhibitor	Tb hexokinase	p97 ATPase inh	NCF1 inh	RBBP9 inhibitor
8	N#Cc1cccc(NC(=O)CSc2ccc3c4c(cccc24)C(=O)c2ccccc2-3)c1	-9[20 µM]	36	5	40*	4

Going on with the list.
Sequence of screens – Furin inhibitor	PGE2 EP2 inh	PPC-1+TRAIL kill	BaF3 parental	Tb hexokinase	p97 ATPase inh	NCF1 inh	Ba/F3 V617F tox	RBBP9 inhibitor
(61) COCCSc1nnc(NC(=O)C2CC(=O)N(c3ccc(Cl)cc3)C2)s1 (stereo not given)
  -12	3	11	5	-1	1	2	1	-2
(62) CCc1nnc(NC(=O)CSc2nnc(-c3ccccc3O)n2CC)s1
  -19[20 µM]	3	-10	4	10	1	-4	-3	8
(63) CCC/C(=C1/C(=O)CC(C)(C)C(C(=O)OC)C1=O)N1CCCC1 (stereo not given)
  -17	17	10	0	-11	3	-8	-2	-2
(64) O=C(Cc1cccs1)N1CCN(C(=O)C2CCCO2)CC1 (stereo not given)
  -11[20 µM]	6	10	2	0	3	-3	-7	-2
